West Nile antiviral – West Nile virus antiviral activity, cell-based, CPE readout (AID 1621); CPE inhibition, % at 10 µM; hits with a dose series show IC50 in µM; 290,000 compounds, 0.02% hits; West Nile virus-infected cells, CPE inhibition; higher % means a stronger effect; in the data active means a potency from the dose series; inconclusive means CPE inhibition mostly from about 3.7% at the one dose, without a potency; inactive means the rest, 99 in 100 with CPE inhibition below about 2.2%; further: strong numbers were not always called active
Large T inhibition – TAg ATPase/helicase activity blockers – biochemical (AID 1903). 310,000 compounds, 0.39% hits. SV40 large T antigen ATPase/helicase inhibition assay; higher % means a stronger effect. inhibition, % at 20 µM; hits with a dose series show IC50 in µM; in the data active means a potency from the dose series; inconclusive means inhibition mostly from about 32% at the one dose, without a potency; inactive means the rest, 99 in 100 with inhibition below about 32%; further: strong numbers were not always called active
Salmonella PhoP GFP – inhibitors of PhoP regulon expression, primary screen, Salmonella Typhimurium, GFP reporter (AID 1863); S. Typhimurium PhoP-regulated promoter GFP reporter, 4 h; higher % means a stronger effect; inhibition, % at 50 µM, or IC50 in µM where a hit was titrated; 300,000 compounds, 0.16% hits;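 active means inhibition over 29.93%, a cutoff 3 SD above the screen mean, later confirmed by dose response; inconclusive means inhibition over 29.93% but no dose response follow-up; inactive means inhibition at most 29.93% or unconfirmed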;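 further: 0% = low Mg2+ inducing control and 100% = high Mg2+ repressing control; strong numbers were not always called active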
RSV antiviral HEp-2 – RSV antiviral activity via CPE protection, HEp-2 cells, primary 10 µM value included (AID 2391). HEp-2 cells, RSV-induced CPE inhibition; higher % means a stronger effect. CPE inhibition, % at 10 µM, or IC50 in µM where a hit was titrated. 310,000 compounds, 0.13% hits; in the data active means a potency from the dose series; inconclusive means CPE inhibition mostly from about 23% at the one dose, without a potency; inactive means the rest, 99 in 100 with CPE inhibition below about 21%; further: strong numbers were not always called active
NS5 inhibitors – flavivirus cap methylation enzyme inhibition – biochemical, confirmation dose response, primary screen (AID 588689); inhibition, % at 25 µM; hits with a dose series show IC50 in µM; Dengue-2 NS5 methyltransferase capping enzyme assay, biochemical; higher % means a stronger effect; 340,000 compounds, 0.3% hits; in the data active means a potency from the dose series; inconclusive means inhibition above about 29% without an active follow-up result
T cell HTS – T cell immune modulators affecting CD8 T cell-vesicle binding; calls only at 7 µM; 330,000 compounds, 0.068% hits; 2C CD8+ T cell-vesicle binding, flow cytometry; hits give low values;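 active means response, share of CD8 T cells binding vesicles, and their 90th percentile fluorescence all below set limits, cut at about 80% in these data, passing the limit was not always enough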
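Incubation: binding step 1.5 h, 37 °C, antibody labelling 20 min, ice; system: murine 2C transgenic CD8+ T lymphocytes; technique: cytometric PE anti-B7-1 and Alexa647 anti-CD8 signals after 1% paraformaldehyde fixation; also added: QL9-charged Drosophila Ld/ICAM-1/B7-1 vesicles; control set: naked versus QL9-loaded vesicles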
MgcRacGAP inhibition – MgcRacGAP GTPase-activating activity inhibitors, confirmation, biochemical, ADP Hunter fluorescence; MgcRacGAP-stimulated Rac1 GTP hydrolysis, ADP Hunter fluorescence; higher % means a stronger effect; GST-tagged Rac1 F28L mutant substrate; 340,000 compounds, 0.6% hits; inhibition, % at 30 µM, or IC50 in µM where a hit was titrated; AID 624330;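 active means first-screen hits whose inhibition reached a set limit at any dose in the follow-up dose series; inconclusive means inhibition above the set first-screen limit but never retested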;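 further: fluorescence reports GDP produced by GAP-driven GTP hydrolysis; strong numbers were not always called active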
NTR1 ag – agonists of NTR1, primary screen, imaging, U2OS cells, beta-arrestin-GFP, high content (AID 493036) | P30989 | NTR1-U2OS beta-arrestin-GFP spot imaging, agonist mode | activation, % at 20 µM | 330,000 compounds, 0.17% hits;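 active means activation at or above 40% of the spot to cytoplasm intensity ratio, with at least 20 cells analyzed; inconclusive means wells under 20 cells, flagged as cytotoxic or low count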;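 further: 0% = DMSO without peptide and 100% = 100 nM NTR1 peptide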
Target sequence (P30989 whole entry, looked up): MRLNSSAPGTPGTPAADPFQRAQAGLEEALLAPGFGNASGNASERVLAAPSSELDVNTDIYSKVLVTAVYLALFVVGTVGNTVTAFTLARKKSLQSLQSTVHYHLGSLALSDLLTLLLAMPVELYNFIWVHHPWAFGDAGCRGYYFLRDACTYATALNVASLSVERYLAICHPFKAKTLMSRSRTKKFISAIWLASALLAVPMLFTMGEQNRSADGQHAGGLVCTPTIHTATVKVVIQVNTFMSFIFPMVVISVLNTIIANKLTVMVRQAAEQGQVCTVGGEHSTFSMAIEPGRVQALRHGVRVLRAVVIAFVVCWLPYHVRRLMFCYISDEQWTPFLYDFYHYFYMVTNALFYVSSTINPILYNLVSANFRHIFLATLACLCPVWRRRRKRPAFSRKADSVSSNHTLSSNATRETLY
K1F lysis inhibition – inhibition of K1F phage lysis, E. coli UTI89, bacterial capsule biogenesis inhibitors, alamar blue (AID 488966). inhibition, % at 100 µM; hits with a dose series show IC50 in µM. 340,000 compounds, 0.02% hits. E. coli UTI89 K1F phage lysis, alamar blue, 2 h; higher % means a stronger effect;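 active means phage lysis inhibition, versus mean bacterial control, above a set limit; inconclusive means no clear call, values can overlap the other calls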;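 further: capsule biogenesis inhibitors block K1F phage lysis so surviving cells raise fluorescence; higher fluorescence means more inhibition of phage lysis; actives were called in the ten point dose series up to 300 µM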
T cell HTS vesicle-bound % – recorded beside T cell HTS, whose call it bears; double positive events, %; measured here: CD8+ vesicle-bound cell fraction;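 binding gate set so that unloaded-vesicle control wells show 10% double positive cells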
NTR1 ag cell count 20 µM – recorded beside NTR1 ag, whose call it bears; cell count; measured here: cell count, cytotoxicity flag
Starred values were filed as active, the others as inactive; [ ] = remark or other dose. Random draw from the library; 1.5% or so of the library scored in one or more.

`COc1cc(OC)c(NC(=O)C2CC(=O)N(c3ccc4c(c3)OCCO4)C2)cc1Cl` (stereo not given) gave Large T inhibition 11%, Salmonella PhoP GFP -3%, RSV antiviral HEp-2 2.8%, NS5 inhibitors 3%, T cell HTS inactive, MgcRacGAP inhibition 1%, NTR1 ag 1.0, K1F lysis inhibition 1.6%[50 µM], T cell HTS vesicle-bound % 37 and NTR1 ag cell count 20 µM 46.
COc1cccc(C2Nc3ccccc3NC3=C2C(=O)CC(C)(C)C3)c1 (stereo not given) was read as West Nile antiviral -0.1%, Large T inhibition 11%, Salmonella PhoP GFP -4%, RSV antiviral HEp-2 0.6%, NS5 inhibitors -6%, T cell HTS inactive, MgcRacGAP inhibition 7%, NTR1 ag -0.6, K1F lysis inhibition 3.7%, T cell HTS vesicle-bound % 27 and NTR1 ag cell count 20 µM 68.
`CCC1(C)NC(=O)N(CC(=O)Nc2sc3c(c2C(N)=O)CCC3)C1=O` (stereo not given) gave West Nile antiviral 0.3%, Large T inhibition 19%, Salmonella PhoP GFP 12%, RSV antiviral HEp-2 0.6%, NS5 inhibitors -3%, T cell HTS inactive, MgcRacGAP inhibition 9%, NTR1 ag -0.1, K1F lysis inhibition -0.3%, T cell HTS vesicle-bound % 3 and NTR1 ag cell count 20 µM 93.
O=C(O)c1cc2nc3c(c(C(F)(F)F)n2n1)CCCC3 was read as West Nile antiviral 0.3%, Large T inhibition 8%, Salmonella PhoP GFP 1%, RSV antiviral HEp-2 1.3%, T cell HTS inactive, MgcRacGAP inhibition 3%, NTR1 ag 4.0, K1F lysis inhibition 0.0%, T cell HTS vesicle-bound % 51 and NTR1 ag cell count 20 µM 22.
For CCCOc1cccc(C(=O)N2CCN(C(=O)C3CCCO3)CC2)c1 (stereo not given) the results were West Nile antiviral -0.4%, Large T inhibition 6%, Salmonella PhoP GFP 2%, RSV antiviral HEp-2 0.8%, NS5 inhibitors -1%, T cell HTS inactive, MgcRacGAP inhibition 5%, NTR1 ag 0.0, K1F lysis inhibition -0.1%, T cell HTS vesicle-bound % 11 and NTR1 ag cell count 20 µM 62.
COc1ccc(-c2nn(Cc3ccccc3)cc2C(=O)N2CCN(c3ncccn3)CC2)cc1 was read as RSV antiviral HEp-2 2.9%, NS5 inhibitors 2%, T cell HTS inactive, MgcRacGAP inhibition 3%, NTR1 ag 0.3, K1F lysis inhibition 0.0%[50 µM], T cell HTS vesicle-bound % 37 and NTR1 ag cell count 20 µM 67.
For CCC(C)NC(=O)c1ccccc1NC(=O)CN(c1ccc(OC)cc1)S(C)(=O)=O (stereo not given) the results were West Nile antiviral -0.7%, Large T inhibition 2%, Salmonella PhoP GFP -6%, RSV antiviral HEp-2 0.2%, NS5 inhibitors -5%, MgcRacGAP inhibition 1%, NTR1 ag 0.9, K1F lysis inhibition -1.2% and NTR1 ag cell count 20 µM 67.
Screening Cc1cc(C)n(CCNC(=O)c2cc(COc3c(F)cccc3F)on2)n1 returned West Nile antiviral -0.6%, Large T inhibition 19%, Salmonella PhoP GFP -6%, RSV antiviral HEp-2 1.1%, NS5 inhibitors -2%, T cell HTS inactive, MgcRacGAP inhibition 0%, NTR1 ag 1.5, K1F lysis inhibition 0.1%, T cell HTS vesicle-bound % 45 and NTR1 ag cell count 20 µM 53.
For CCCC(=O)NNc1c2ccccc2nc2ccccc12 the results were West Nile antiviral -1.6%, Large T inhibition 17%, Salmonella PhoP GFP 2%, RSV antiviral HEp-2 0.4%, NS5 inhibitors -5%, T cell HTS inactive, MgcRacGAP inhibition 19%, NTR1 ag -2.2, K1F lysis inhibition 1.5%, T cell HTS vesicle-bound % 42 and NTR1 ag cell count 20 µM 58.
O=C(/C=C/Nc1cccc(O)c1)c1ccccc1 was read as West Nile antiviral -0.7%, Large T inhibition 16%, Salmonella PhoP GFP 18%, RSV antiviral HEp-2 -0.2%, NS5 inhibitors -1%, T cell HTS inactive, MgcRacGAP inhibition 14%, NTR1 ag 0.0, K1F lysis inhibition 0.1%, T cell HTS vesicle-bound % 31 and NTR1 ag cell count 20 µM 56.
Screening O=C(NC(=S)N1CCCC(O)C1)c1ccco1 (stereo not given) returned NS5 inhibitors -1%, T cell HTS inactive, MgcRacGAP inhibition 6%, NTR1 ag 4.6, K1F lysis inhibition 0.4%, T cell HTS vesicle-bound % 26 and NTR1 ag cell count 20 µM 49.
`C=CCn1c(N)cc(=O)nc1SCC(=O)Nc1ccc2ccccc2c1` gave West Nile antiviral 0.5%, Large T inhibition 12%, Salmonella PhoP GFP -4%, RSV antiviral HEp-2 6.4%, NS5 inhibitors -1%, T cell HTS inactive, MgcRacGAP inhibition 6%, NTR1 ag 0.8, K1F lysis inhibition 0.5%, T cell HTS vesicle-bound % 13 and NTR1 ag cell count 20 µM 44.
`COc1ccc(-c2c3c(=O)n(C)c(=O)n(C)c3cn2-c2ccc(O)cc2)cc1` gave West Nile antiviral 1.5%, Large T inhibition 10%, Salmonella PhoP GFP -9%, RSV antiviral HEp-2 2.6%, NS5 inhibitors -4%, T cell HTS inactive, MgcRacGAP inhibition 11%, NTR1 ag 5.9, K1F lysis inhibition 1.0%, T cell HTS vesicle-bound % 55 and NTR1 ag cell count 20 µM 64.
For COc1ccc(-n2c(Cc3cccn3C)nnc2SCC(N)=O)cc1 the results were West Nile antiviral 0.3%, Large T inhibition 11%, Salmonella PhoP GFP 6%, RSV antiviral HEp-2 1.2%, NS5 inhibitors -1%, T cell HTS inactive, MgcRacGAP inhibition 2%, NTR1 ag 4.0, K1F lysis inhibition 5.8%, T cell HTS vesicle-bound % 39 and NTR1 ag cell count 20 µM 47.
Screening COc1ccc(OC)c(N(CC(=O)N2CCc3ccccc3C2)S(C)(=O)=O)c1 returned West Nile antiviral -0.2%, Large T inhibition 23%, Salmonella PhoP GFP 1%, RSV antiviral HEp-2 -0.3%, NS5 inhibitors 1%, T cell HTS inactive, MgcRacGAP inhibition 2%, NTR1 ag -0.6, K1F lysis inhibition 0.8%, T cell HTS vesicle-bound % 10 and NTR1 ag cell count 20 µM 29.
Screening O=C(Nc1ccccc1)c1ccc(=O)n(Cc2cccc(Cl)c2)c1 returned West Nile antiviral -0.9%, Large T inhibition 7%, Salmonella PhoP GFP 0%, RSV antiviral HEp-2 9.3%, NS5 inhibitors -13%, T cell HTS inactive, MgcRacGAP inhibition -5%, NTR1 ag 2.2, K1F lysis inhibition -0.3%, T cell HTS vesicle-bound % 9 and NTR1 ag cell count 20 µM 29.
COc1ccc(C(CNC(=O)COc2ccccc2C)N2CCCCC2)cc1 (stereo not given) was read as RSV antiviral HEp-2 -0.2%, NS5 inhibitors 13%, T cell HTS inactive, MgcRacGAP inhibition 3%, NTR1 ag 2.2, K1F lysis inhibition 1.3%[50 µM], T cell HTS vesicle-bound % 64 and NTR1 ag cell count 20 µM 26.
O=C1NC(Cc2c[nH]c3ccccc23)C(=O)N1CCOc1ccc(F)cc1 (stereo not given) was read as West Nile antiviral -0.4%, Large T inhibition 3%, Salmonella PhoP GFP 10%, RSV antiviral HEp-2 4.0%, NS5 inhibitors 1%, T cell HTS inactive, MgcRacGAP inhibition 4%, NTR1 ag -0.9, K1F lysis inhibition 6.1%, T cell HTS vesicle-bound % 31 and NTR1 ag cell count 20 µM 91.
For CCCSc1ccc2nc(NC(=O)OC)[nH]c2c1 the results were West Nile antiviral inconclusive, Large T inhibition 6%, Salmonella PhoP GFP 1%, RSV antiviral HEp-2 -1.1%, NS5 inhibitors -6%, T cell HTS inactive, MgcRacGAP inhibition 1%, NTR1 ag 0.7, K1F lysis inhibition 2.2%, T cell HTS vesicle-bound % 65 and NTR1 ag cell count 20 µM 48.
Screening Cc1ccc(S(=O)(=O)NC(=O)N2CCCC(C)(C)C2)cc1 returned West Nile antiviral 0.4%, Large T inhibition 6%, Salmonella PhoP GFP -2%, RSV antiviral HEp-2 1.8%, T cell HTS inactive, MgcRacGAP inhibition 19%, NTR1 ag -1.0, K1F lysis inhibition 0.1%, T cell HTS vesicle-bound % 30 and NTR1 ag cell count 20 µM 39.
For O=C(Nc1nc2ccccc2n1CCOc1ccccc1)c1ccco1 the results were West Nile antiviral -0.5%, Large T inhibition 7%, Salmonella PhoP GFP 5%, RSV antiviral HEp-2 0.9%, NS5 inhibitors -1%, T cell HTS inactive, MgcRacGAP inhibition 12%, NTR1 ag 3.0, K1F lysis inhibition -0.2%, T cell HTS vesicle-bound % 56 and NTR1 ag cell count 20 µM 41.
NC(=O)c1ccccc1OCc1nc2ccccc2s1 was read as West Nile antiviral -0.6%, Large T inhibition 8%, Salmonella PhoP GFP -2%, RSV antiviral HEp-2 3.2%, NS5 inhibitors 5%, T cell HTS inactive, MgcRacGAP inhibition -2%, NTR1 ag -1.9, K1F lysis inhibition 0.2%, T cell HTS vesicle-bound % 24 and NTR1 ag cell count 20 µM 45.
Screening Cc1nn(-c2ccc(Cl)cc2)c2[nH]c(=O)c(CNCc3ccc4c(c3)OCO4)cc12 returned West Nile antiviral -0.3%, Large T inhibition 39%, Salmonella PhoP GFP 35%, RSV antiviral HEp-2 -0.2%, NS5 inhibitors -16%, T cell HTS inactive, MgcRacGAP inhibition 7%, NTR1 ag 0.0, K1F lysis inhibition 0.5%, T cell HTS vesicle-bound % 33 and NTR1 ag cell count 20 µM 62.

Entries listed so far with a furan ring, fused or not (2):
Screening O=C(NC(=S)N1CCCC(O)C1)c1ccco1 (stereo not given) returned NS5 inhibitors -1%, T cell HTS inactive, MgcRacGAP inhibition 6%, NTR1 ag 4.6, K1F lysis inhibition 0.4%, T cell HTS vesicle-bound % 26 and NTR1 ag cell count 20 µM 49.
For O=C(Nc1nc2ccccc2n1CCOc1ccccc1)c1ccco1 the results were West Nile antiviral -0.5%, Large T inhibition 7%, Salmonella PhoP GFP 5%, RSV antiviral HEp-2 0.9%, NS5 inhibitors -1%, T cell HTS inactive, MgcRacGAP inhibition 12%, NTR1 ag 3.0, K1F lysis inhibition -0.2%, T cell HTS vesicle-bound % 56 and NTR1 ag cell count 20 µM 41.
